HEK293 cAMP ctrl: counter-screen for TSHR agonists: cAMP increase in parental HEK293; 73,000 tested, 2.5% active; Potency, µM (top dose mostly 57.1 µM), for inactives: at the top dose activation, most hits filed as activators; parental HEK293 CNG cAMP sensor, membrane potential fluorescence; further: potency means the concentration at half of the fitted maximal effect; % of control where 0% means no effect; nearly all actives have a fitted effect of over 55% in size
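Counterscreen for endogenous-receptor signalling: CNG-channel HEK 293 cells report cAMP rise by membrane depolarization. After 60 min dye equilibration with 100 uM RO 20-1724, compounds incubated 30 min before bottom-read fluorescence at 590 nm.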
ALOX15 inhib: blocks human 15-lipoxygenase activity | 74,000 tested, 1.4% active | Potency, µM (doses to about 57.1 µM), without a hit: at the highest dose activity change, negative = inhibition, actives largely listed as inhibitors | purified 15hLO-1, xylenol orange hydroperoxide absorbance | P16050; further: potency means the concentration at half of the fitted maximal effect; on the % scale 0 is the no-effect control and ±100 the full control effect; nearly all actives have a fitted effect of over 55% in size
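Hydroperoxide formed from arachidonic acid (50 uM) by purified human 15hLO-1 (40 nM) oxidizes ferrous iron, and the ferric-xylenol orange complex is read at 573 versus 405 nm. Compounds were preincubated 15 min; reaction ran 6 min at room temperature.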
USP2a inh: inhibitors of human ubiquitin-specific protease USP2a. 60,000 tested, 0.1% active. AID 927. Potency, µM (highest dose often 38.3 µM), inactives show top-dose activity change, negative = inhibition, usual class: inhibitors. O75604. USP2a enzymatic assay, qHTS inhibition;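 further: potency means the concentration at half of the fitted maximal effect; nearly all actives have a fitted effect of over 60% in size; plate controls were DMSO for no effect and NEM full inhibition control for full effect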
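Coupled readout: USP2-cleaved Ub-PLA2 (20nM final) turns over NBD C6-HPC (20uM final), Ex 460nm/Em 535nm after 2.5 h, time-zero read flagging artifacts. Enzyme (20nM final, pH 8.0 Tris) given 30 min RT with compound first; NEM defines full inhibition.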
Tau fil binding: binds recombinant human tau filaments. 71,000 tested, 2% active. Potency, µM (top dose mostly 57.1 µM), for inactives: at the top dose activity change, negative = inhibition. recombinant tau filaments, thioflavin S fluorescence, 15 h; filaments grown with octadecylsulfate alongside compound. P10636;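 further: potency means the concentration at half of the fitted maximal effect; on the % scale 0 is the no-effect control and ±100 the full control effect; actives lower thioflavin S fluorescence by blocking filaments or displacing dye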
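Quantitative HTS: thioflavine S signal from ODS-induced tau filaments, excited at 450 nm, emission 510 nm. Conditions: 1 uM tau, 30 uM ODS, 15 h at 37 C, pH 7.4.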
HADH2 inhib: HADH2 (human) dehydrogenase inhibition; AID 886; recombinant HADH2, NADH fluorescence, beta-hydroxybutyryl-CoA; Q99714; Potency, µM (top dose mostly 57.1 µM), for inactives: at the top dose activity change, negative = inhibition, most hits filed as inhibitors; 73,000 tested, 3.4% active; further: potency means the concentration at half of the fitted maximal effect; on the % scale 0 is the no-effect control and ±100 the full control effect; nearly all actives have a fitted effect of over 60% in size; many of its hits are not listed in these tables
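E. coli-expressed His-tagged HADH2 tested at 20 nM in alkaline Tris buffer (pH 9.0); oxidation of 90 uM beta-hydroxybutyryl-CoA with 1 mM NAD+ tracked fluorimetrically for 4 min.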
DNA Pol III inh: blocks replication by bacterial DNA polymerase III holoenzyme; reconstituted DNA polymerase III holoenzyme replication, biochemical; AID 603; 71,000 tested, 0.25% active; Potency, µM (series often up to 57.1 µM), without a hit: top-dose activity change, negative = inhibition; further: potency means the concentration at half of the fitted maximal effect; on the % scale 0 is the no-effect control and ±100 the full control effect
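Reconstituted *E. coli* holoenzyme (0.35 nM Pol III, 1 nM beta, 154 nM SSB, 2 nM primase) was preincubated with compound for 15 min at RT. Synthesis on 1.4 nM ssM13Gori ran 35 min, then was stopped with PicoGreen/EDTA and read as dsDNA fluorescence.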
BRCT PPI green: blocks human BRCA1 BRCT binding to phosphopeptide, green readout; Potency, µM (series often up to 76.9 µM), inactives show at the highest dose activity change, negative = inhibition, most hits filed as inhibitors; P38398; 75,000 tested, 0.05% active; AID 875; BRCA1 BRCT-phosphopeptide binding, green fluorescence polarization;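 further: potency means the concentration at half of the fitted maximal effect; plate controls were peptide without protein for full effect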
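Fluorescence polarization: His-tagged BRCT (~35 kDa BRCA1 C-terminus, 250 nM) bound to 100 nM fluorescein-labeled phosphorylated 10-aa BACH1 peptide, pH 7.3 phosphate buffer with DTT and Tween 20. Compounds incubated 12 min at room temperature; inhibition read as lowered polarization.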
Caspase-1 inhib: caspase-1 (human) inhibition, allosteric or competitive. P29466. Caspase-1 enzyme, Ac-WEHD-AFC fluorogenic rate. Potency, µM (highest dose often 57.5 µM), for the others: at the top dose activity change, negative = inhibition, actives largely listed as inhibitors. 75,000 tested, 0.03% active;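 further: potency means the concentration at half of the fitted maximal effect; plate controls were vehicle for no effect and no substrate for full effect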
Rhodamine autofl: rhodamine region autofluorescence. max dye-equivalent concentration, M. Rhodamine-region fluorescence, 547/598 nm, Tris buffer; active compounds read high. 59,000 tested, 0.05% active; in the data active means max dye-equivalent concentration above about 11 nM; inconclusive means between about 1.1 nM and that limit
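Intrinsic compound fluorescence, ex 547 / em 598 nm, CCD imager. Tris 100 mM pH 8.0; 15 min RT. Output = rhodamine dye-equivalent concentration at each compound concentration.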
Casp7 inh: allosteric or competitive inhibitors of human caspase-7; P55210; recombinant caspase-7, Ac-DEVD-AFC fluorescence rate; Potency, µM (highest dose often 57.5 µM), for inactives: top-dose activity change, negative = inhibition, hits mostly inhibitors; 75,000 tested, 0.02% active; active means well fitted inhibition curve with a large enough effect in the main read-out, with a control signal flat, not every such curve was filed as active; inconclusive means small, poorly fitted or top-dose-only effect, or a change in a side signal; further: potency means the concentration at half of the fitted maximal effect; % of control where 0% means no effect
BRCT inh red: disrupts BRCA1 BRCT binding to phosphoprotein, red fluorophore readout; P38398; BRCT-phosphopeptide binding, red fluorescence polarization; Potency, µM (highest dose often 76.9 µM), for inactives: at the highest dose activity change, negative = inhibition, actives largely listed as inhibitors; 75,000 tested, 0.03% active; AID 892; further: on the % scale 0 is the no-effect control and ±100 the full control effect
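Fluorescence polarization: 100 nM His-tagged BRCA1 BRCT with 100 nM TAMRA-labelled phospho-BACH1 decapeptide, phosphate buffer pH 7.3 with 150 mM NaCl, DTT, 0.01% Tween 20; 12 min RT. Binding inhibition seen as FP decrease.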
* hit, by the source's call; i = inactive; u = inconclusive; x = no result given; [ ] = remark or other dose. Unless noted, the call rests on the fitted dose curve; in most records, active means well fitted curve in the direction sought with a large enough effect; inconclusive means small, poorly fitted or top-dose-only effect, or another doubt; inactive means no such curve, though single readings can be large; an effect the other way counts as inactive or inconclusive.

SMILES | HEK293 cAMP ctrl | ALOX15 inhib | USP2a inh | Tau fil binding | HADH2 inhib | DNA Pol III inh | BRCT PPI green | Caspase-1 inhib | Rhodamine autofl | Casp7 inh | BRCT inh red
C[C@H]1O[C@@H](O[C@H]2[C@@H](O)C[C@H](O[C@H]3[C@@H](O)C[C@H](O[C@H]4CC[C@]5(C)C6CC[C@]7(C)[C@@H](C8=CC(=O)OC8)CC[C@]7(O)C6CC[C@@H]5C4)O[C@@H]3C)O[C@@H]2C)C[C@H](O)[C@@H]1O (stereo partly drawn) | x | 3%[25.6 µM] | x | x | x | x | -0.7% | 3% | x | -1% | -2.2%
CCc1cc2c(=O)c(-c3nc4ccccc4n3C)coc2c(CN2CCOCC2)c1O | 3%[11.4 µM] | 8%[11.4 µM] | 4%[7.66 µM] | 8%[11.4 µM] | 3%[11.4 µM] | 0%[11.4 µM] | 3.1% | -1% | x | -2% | 0.0%
CC(C)(C)n1ncc2c(=O)n(CC(=O)N3CCc4ccccc43)cnc21 | 7% | 2% | 10% | 0% | 11% | -3% | -2.3% | 2% | i | -2% | 0.4%
O=C(CCNS(=O)(=O)c1cccc2nonc12)NCCc1ccc(Cl)cc1 | -10% | 2% | 4% | -11% | -3% | -5% | -0.8% | -1% | i | 5% | -2.0%
COc1ccc(S(=O)(=O)N2Cc3ccccc3CC2C(=O)N2CCOCC2)cc1OC (stereo not drawn) | 7% | 1% | -2% | -2% | -1% | -4% | -0.6% | 2% | i | 7% | 0.7%
COc1ccc(NC(=O)C2CC(=O)N(C(C)C)C2)cc1 (stereo not drawn) | 2% | 9% | -1% | 5% | -6% | -15% | -0.4% | -2% | x | -1% | 1.2%
CCOc1ccc2cc(S(=O)(=O)N3CCOCC3)ccc2c1 | 7% | -22% | 5% | 16% | u | 2% | 1.1% | -1% | i | -1% | -0.5%
CCc1cccc(C)c1NC(=O)CSc1nnc(-c2ccco2)n1N | 9% | 3% | 2% | 6% | 7% | -1% | -0.9% | 0% | i | 0% | -0.6%
COc1cc(S(=O)(=O)N2CCOCC2)ccc1NC(=O)CSc1nnc(N)s1 | -10% | -23% | 17% | -20% | u | 6% | 2.1% | -1% | i | 0% | -1.1%
COC(=O)c1[nH]c2cccc(C)c2c1NC(=O)CN1CCN(C(=O)c2ccco2)CC1 | 2% | 5% | 4% | 1% | -7% | -5% | -1.0% | 1% | i | 0% | -0.6%
COc1ccccc1NC(=O)C1=C(C)Nc2ncnn2C1c1cccs1 (stereo not drawn) | 1% | 7% | 6% | 7% | -8% | -4% | 3.1% | -3% | i | -12% | 2.0%
O=C(NCC(=O)N(c1cccnc1)C(C(=O)NCc1ccco1)c1ccccc1)c1ccco1 (stereo not drawn) | 4% | 14% | x | -8% | -4% | -4% | 0.5% | -1% | i | 0% | 0.0%
COc1ccc(OCCSc2ncccn2)cc1 | 8% | -2% | -4% | -6% | -5% | -7% | -0.5% | -1% | i | -1% | -1.2%
Cc1occc1C(=O)NCc1ccc2c(c1)OCO2 | 4%[11.4 µM] | -6%[11.4 µM] | 17%[7.66 µM] | -8%[11.4 µM] | -11%[11.4 µM] | -4%[11.4 µM] | 2.2% | 2% | x | -3% | -1.2%
O=C(Cc1cccs1)N1CCN(C(=O)C2CCCO2)CC1 (stereo not drawn) | 8% | 0% | -6% | -4% | -2% | -2% | -2.2% | -6% | i | -5% | 1.0%

Complete entries as entered above. Screens in order: HEK293 cAMP ctrl	ALOX15 inhib	USP2a inh	Tau fil binding	HADH2 inhib	DNA Pol III inh	BRCT PPI green	Caspase-1 inhib	Rhodamine autofl	Casp7 inh	BRCT inh red
`CCc1cc2c(=O)c(-c3nc4ccccc4n3C)coc2c(CN2CCOCC2)c1O` across the screens: 3%[11.4 µM]	8%[11.4 µM]	4%[7.66 µM]	8%[11.4 µM]	3%[11.4 µM]	0%[11.4 µM]	3.1%	-1%	x	-2%	0.0%
`COc1cc(S(=O)(=O)N2CCOCC2)ccc1NC(=O)CSc1nnc(N)s1` across the screens: -10%	-23%	17%	-20%	u	6%	2.1%	-1%	i	0%	-1.1%
`C[C@H]1O[C@@H](O[C@H]2[C@@H](O)C[C@H](O[C@H]3[C@@H](O)C[C@H](O[C@H]4CC[C@]5(C)C6CC[C@]7(C)[C@@H](C8=CC(=O)OC8)CC[C@]7(O)C6CC[C@@H]5C4)O[C@@H]3C)O[C@@H]2C)C[C@H](O)[C@@H]1O` (stereo partly drawn) across the screens: x	3%[25.6 µM]	x	x	x	x	-0.7%	3%	x	-1%	-2.2%
`CC(C)(C)n1ncc2c(=O)n(CC(=O)N3CCc4ccccc43)cnc21` across the screens: 7%	2%	10%	0%	11%	-3%	-2.3%	2%	i	-2%	0.4%
`CCOc1ccc2cc(S(=O)(=O)N3CCOCC3)ccc2c1` across the screens: 7%	-22%	5%	16%	u	2%	1.1%	-1%	i	-1%	-0.5%

New compounds follow
SMILES | HEK293 cAMP ctrl | ALOX15 inhib | USP2a inh | Tau fil binding | HADH2 inhib | DNA Pol III inh | BRCT PPI green | Caspase-1 inhib | Rhodamine autofl | Casp7 inh | BRCT inh red
CCOC(=O)C1=C(N)N(c2ccccc2Oc2ccccc2)C(=O)C1 | u | 3% | 6% | 6% | 1% | -2% | -1.7% | -5% | i | 1% | 1.1%
Cc1ccccc1Cn1nc(C)c(NC(=O)c2noc3c2CC(C(C)(C)C)CC3)c1C (stereo not drawn) | 14% | -21% | 47%[activator] | 14% | -1% | -1% | -0.2% | -3% | i | -3% | -0.8%
Cc1cccc(OCC(=O)Nc2ccc(S(=O)(=O)N3CCCC3)cc2)c1 | 15% | -21% | 49%[activator] | 25% | -26% | 7% | 0.0% | -1% | x | -3% | 0.7%
O=C(CCC(=O)N(CC(=O)NC1CCCC1)Cc1ccc2c(c1)OCO2)Nc1ccccn1 | u | 2% | 10% | 6% | 4% | 1% | -0.3% | 3% | i | -1% | -0.7%
COCCNC(=O)CSc1nc2ccccc2c(=O)n1CC1CCCO1 (stereo not drawn) | 10% | -2% | -6% | 11% | -13% | -18% | 0.4% | 1% | i | 0% | 0.9%
CCOC(=O)CC(=O)CSCC(=O)Nc1ccc(C)cc1 | 2% | -15% | 3% | 10% | -2% | -2% | -1.4% | 0% | i | 0% | -0.9%
CCC12CN3CC(CC)(CN(C1)C31C(=O)N(C)c3ccc(C)cc31)C2=O (stereo not drawn) | u | 6% | 1% | -10% | -3% | 3% | -0.9% | -1% | i | 0% | 1.6%
COc1cccc(CNC(=O)Cn2cccc2)c1 | 6% | 8% | -1% | 1% | -2% | 1% | -9.7% | 2% | i | -1% | -1.1%
C=CCOc1ccc(/C(O)=C2\C(=O)C(=O)N(CCOC)C2c2cccnc2)cc1 (stereo not drawn) | -12% | -2% | 0% | 4% | -12% | -7% | -0.2% | -9% | i | 0% | -2.7%
CC(=O)O[C@]1(C)N=NC2(CCCCC2)O1 | 26%[11.4 µM] | 0%[11.4 µM] | x | 12%[11.4 µM] | -4%[11.4 µM] | -9%[11.4 µM] | -3.6%[15.4 µM] | 3%[11.5 µM] | i | 0%[11.5 µM] | -0.6%[15.4 µM]
NS(=O)(=O)c1ccc(NC(=O)CCc2ccccc2)cc1 | u | 3% | 5% | -12% | -1% | -1% | 0.7% | 0% | i | 0% | -0.8%
c1cn(-c2cc(-c3ccc4c(c3)OCO4)ncn2)cn1 | 9% | 73%[activator] | u | 2% | 25µM* | -21% | -0.1% | -8% | i | u | -1.0%
CCOc1cc2[nH]c(=O)n(CC3CCC(C(=O)NCCC(C)C)CC3)c(=O)c2cc1OCC (stereo not drawn) | 0% | 1% | 11% | 6% | 15% | 2% | -0.4% | -2% | i | 2% | -0.8%
Cc1cc2oc(=O)c3c(c2cc1OC(=O)c1ccco1)CCCC3 | u | -10% | 2% | 12% | -23% | -3% | -2.0% | 0% | i | 1% | -0.6%
CCc1c(O)nc(SCC(=O)N2CCOCC2)n(-c2ccccc2)c1=O | 0% | 5% | -7% | 6% | 2% | 2% | 0.7% | -1% | i | -1% | -0.7%
O=C(c1cccc(F)c1)N1CCC2(CCN(Cc3ccncc3)CC2)CC1 | 8% | 4% | 21% | 3% | 12% | 0% | -2.1% | -1% | i | 1% | 0.2%
O=C(Cn1cnc2c(nnn2Cc2ccccc2)c1=O)c1ccc(Cl)cc1 | 12% | 0% | x | 121% | 9% | -2% | -1.2% | -1% | x | -2% | 0.9%
CCCCc1nccn1CCn1ccnc1CCCC | 20% | 4% | 1% | 8% | -3% | -3% | -0.3% | 2% | i | -3% | -0.9%

Assay outcomes (PubChem)

Not all compounds are listed, so the mix of outcomes need not match the whole.
